# Vif imaging: HIV Vif inhibition; HEK293T cells, Vif self-association by quenched fluorescence, imaging, 24 h; inhibition, % at 7.49 µM; AID 602346; actives 0.35% (n = 340,000); in the data active means inhibition above about 50%, passing the limit was not always enough; further: some results filed as inactive read as strong as hits
# PDI turbidity: blocks human protein disulfide isomerase activity. P07237. PDI insulin aggregation turbidity, A650, 90 min. inhibition, % at 10 µM. actives 0.052% (n = 350,000);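 active means mean inhibition across replicates of 30% or more, whatever share of single replicates reach that level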;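 further: absorbance from insulin aggregation driven by PDI reduction with DTT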
# Target sequence (P07237 whole entry, looked up): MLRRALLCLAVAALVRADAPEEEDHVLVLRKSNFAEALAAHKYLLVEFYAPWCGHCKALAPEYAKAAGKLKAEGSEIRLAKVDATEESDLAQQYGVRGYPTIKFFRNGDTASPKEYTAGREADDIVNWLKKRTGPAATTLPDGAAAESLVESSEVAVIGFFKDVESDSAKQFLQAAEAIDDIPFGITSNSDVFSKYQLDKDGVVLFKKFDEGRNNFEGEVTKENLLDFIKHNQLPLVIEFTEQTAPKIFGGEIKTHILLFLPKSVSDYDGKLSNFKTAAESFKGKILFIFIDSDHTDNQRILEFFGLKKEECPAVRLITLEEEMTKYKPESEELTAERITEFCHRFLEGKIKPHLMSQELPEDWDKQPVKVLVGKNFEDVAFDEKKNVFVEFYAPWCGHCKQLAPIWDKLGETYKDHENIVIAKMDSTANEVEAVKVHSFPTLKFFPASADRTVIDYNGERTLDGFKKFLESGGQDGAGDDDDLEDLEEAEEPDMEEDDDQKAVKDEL
# Glyco luc inh: blocks N-linked glycosylation in D54 reporter cells; D54 ERlucT glycosylation luciferase reporter, 24 h; percent of 100 nM tunicamycin response; reporter increase, % at 12.5 µM; actives 0.23% (n = 360,000);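 active means mean luciferase reporter signal, scaled so untreated is 0 and the glycosylation-blocking control 100, at or above a set limit in every replicate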;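 further: luciferase carries N-glycosylation sites so blocking glycosylation raises the light; 0% = median of neutral control wells and 100% = median of 100 nM tunicamycin wells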
# aDG glyco act: alpha-DG glycosylation activation; Pro5-aDG cells, alpha-DG glycosylation AlphaScreen (IIH6); 0% Pro5, 100% B10-LARGE cell signal; activation, % at 10 µM; actives 0.22% (n = 360,000); AID 624168;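 active means activation of at least 8% versus controls, or a plate z-score of at least 8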;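 further: Pro5 are CHO cells carrying HIG-tagged alpha-DG that lacks glycosylation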
# Cardio protect: myocardial damage modulation in H9c2 cells; protection from H2O2 cell death, % at 20 µM; AID 588492; actives 0.63% (n = 360,000); H9c2 cardiomyocytes, H2O2 injury protection, ATPLite, 2 h;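 active means compounds giving at least 50% protection of heart cells from peroxide-induced death in the single-dose screen, raw or plate-pattern-corrected value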;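 further: 0% = DMSO wells with peroxide and 100% = DMSO wells without peroxide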
# HTR2A ag: mouse HTR2A agonism via beta-arrestin recruitment | P35363 | CHO-K1 mHTR2A beta-arrestin complementation, luminescence; percent of 30 µM serotonin response | activation, % at 7.6 µM | actives 0.66% (n = 360,000);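 active means activation above a run cutoff, the mean activation of all tested compounds plus 3 SD, cut at about 14% in these data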;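 further: 0% = plate median of compound wells and 100% = 30 µM serotonin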
# Target sequence (P35363 whole entry, looked up): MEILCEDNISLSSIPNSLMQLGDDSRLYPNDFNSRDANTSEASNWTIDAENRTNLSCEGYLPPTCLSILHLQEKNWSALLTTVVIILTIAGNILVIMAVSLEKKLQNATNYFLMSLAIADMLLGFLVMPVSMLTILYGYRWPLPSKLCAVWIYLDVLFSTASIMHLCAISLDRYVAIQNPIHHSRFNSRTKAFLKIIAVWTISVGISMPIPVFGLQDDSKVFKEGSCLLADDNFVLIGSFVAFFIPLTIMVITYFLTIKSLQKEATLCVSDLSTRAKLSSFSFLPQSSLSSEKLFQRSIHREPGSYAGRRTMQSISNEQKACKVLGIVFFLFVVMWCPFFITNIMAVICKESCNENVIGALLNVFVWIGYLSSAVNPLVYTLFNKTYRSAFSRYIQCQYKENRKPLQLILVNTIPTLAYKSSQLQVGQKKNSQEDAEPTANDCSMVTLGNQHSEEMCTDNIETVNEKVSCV
# CaV13 ICDI inh: Primary screen for inhibitors of IQ motif and Ca2+-dependent inactivation inhibitor domain binding in CACNA1D, Förster resonance energy transfer in living cells, …; actives 0.098% (n = 340,000); HEK cells, CFP/YFP FRET ICDI-IQ, plate reader, 10 min; percent FRET-ratio fall versus neutral wells; inhibition, % at 12.3 µM; AID 743397;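 active means mean replicate inhibition of at least 30% and at least 1% of replicates passing that level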;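 further: 0% = median of the neutral control wells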
# ABCB6 inh 2: inhibitors of human ABC transporter ABCB6; Q9NP58; fluorescence ratio to DMSO, % at 10 µM; actives 0.19% (n = 360,000); AID 602162; K562-ABCB6 porphyrin accumulation, flow cytometry, 1 h; hits give low values;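 active means fluorescence ratio to DMSO below 75%, the collection mean minus 3 SD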;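 further: signal is porphyrin accumulated inside mitochondria; 100% equals median channel fluorescence of DMSO control wells; lower ratio means ABCB6 inhibition with less porphyrin fluorescence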
# hiPSC survival: hiPSC single-cell survival enhancement. ATPlite luminescence; 100% = ROCK inhibitor wells, 0% = DMSO. survival enhancement, % at 20 µM. actives 0.044% (n = 360,000). AID 602274; in the data active means survival enhancement above about 18%;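 further: cells exposed to compounds for 16 hours before the ATP read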
# Granule exo inh: lytic granule exocytosis inhibition. TALL-104 LAMP-1 surface exposure, flow cytometry; cells stimulated with thapsigargin and PMA. inhibition, % at 10 µM. actives 0.66% (n = 360,000). AID 651702;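 active means inhibition above about 55%, limit read from the data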
# Active calls of the source: *; . = no result given.
SMILES,Vif imaging,PDI turbidity,Glyco luc inh,aDG glyco act,Cardio protect,HTR2A ag,CaV13 ICDI inh,ABCB6 inh 2,hiPSC survival,Granule exo inh
Cc1cc(C)c(C)c(C(O)(C(=O)O)c2ccccc2)c1 (stereo not given),-9,-55,0,-0.1,4,6,-5,99,2.5,0
Cc1ccc(N)c(C)c1,-3,.,-1,0.0,0,0,.,102,-1.4,2
COC(=O)C1=C(c2ccc(F)cc2OCc2ccccc2)C[C@@H]2CC[C@H]1N2C(=O)NCc1ccc(F)cc1,1,16,-3,0.7,8,-5,-12,94,-1.5,1
Cc1ccc2nc3c(cc2c1)CC1(C(=O)N(C)C(=O)N(C)C1=O)C1CCCCN31 (stereo not given),5,-1,4,0.1,-7,3,-4,98,-2.6,-3
Cc1cccc(N2C(=O)/C(=C/c3ccc(CN(CCC#N)S(C)(=O)=O)o3)C(=O)NC2=S)c1,4,6,-1,-0.2,9,-2,-1,101,0.7,-2
Cc1ccc(N)c(C(=O)c2ccccc2)c1,-1,7,0,-0.1,5,-3,-7,94,-2.4,-2
COc1ccc2[nH]c3c(c2c1)CCN[C@H]3C,-5,1,-3,0.2,3,6,-19,100,-0.4,-4
O=c1c2ccccc2nc(-c2ccoc2)n1-c1ccccc1Cl,-5,6,2,0.2,13,-3,-2,93,-1.5,-2
CC(=NCCN(C)C)c1c(O)n(Cc2ccccc2)c(=O)[nH]c1=O,6,8,0,0.0,2,0,7,94,-0.5,-4
Cc1ccc2c(c1)CNc1ccccc1O2,.,-3,0,0.0,-2,-7,.,96,2.9,-4
CCOP(=O)(OCC)C(NC(=O)C(C)C)C(Cl)(Cl)Cl (stereo not given),3,-3,-2,0.2,-1,2,-5,100,-2.6,-2
c1cc2c(cc1CCNC1CCCCCC1)OCO2,-13,2,0,0.1,1,-3,.,92,-0.5,-1
Cc1ccc(Cn2nnnc2CN2CCC(n3nnc4cc(C)ccc43)CC2)cc1,13,3,0,0.0,13,3,-3,95,0.2,-3
CN(C(=O)Cc1ccc(Cl)c(Cl)c1)C(CN1CCCC1)c1cccc(OCC(=O)O)c1 (stereo not given),11,-1,1,0.0,13,-1,-4,96,-0.6,-1
COc1ccc(-c2nn(CCC#N)cc2C(=O)NCc2ccccc2)cc1[N+](=O)[O-],-3,-2,0,-0.1,13,1,-20,97,-0.1,0
COc1ccc(C2SCC(=O)Nc3c2c(=O)[nH]n3C2CCCCCC2)cc1 (stereo not given),8,2,1,0.3,-2,4,-5,102,7.5,1
CCOc1ccc(NC(=O)N2C[C@H]3C[C@@H](C2)c2cccc(=O)n2C3)cc1,2,.,2,-0.2,0,-1,.,101,-1.1,8
CN1CCc2cc3c(c4c2C1Cc1ccccc1-4)OCO3 (stereo not given),-1,5,10,0.1,-13,-1,-9,120,0.1,80*
O=C1NCN(c2ccccc2)C12CCNCC2,11,0,-1,-0.2,5,5,-4,103,0.0,-2
CN(C)CCNC(=O)c1cccn(Cc2cccc(C(F)(F)F)c2)c1=O,-5,16,2,0.0,4,2,-5,99,0.1,1
CCc1cc(=O)oc2cc(OCC(=O)N3C[C@H]4C[C@@H](C3)c3cccc(=O)n3C4)ccc12,-1,.,-6,0.1,0,-2,.,98,0.7,3
O=C(Nc1ccc(Cl)cc1C(=O)c1ccccc1)c1ccc(Br)o1,-4,-13,1,2.7,1,2,-2,89,0.2,-2
COc1cc2c(cc1OC)C(C1c3cc4c(cc3CCN1C)OCO4)OC2=O (stereo not given),2,-32,2,-0.1,8,3,-5,100,0.1,0
COc1ccc(CC(=O)N(C)C2CCCN(Cc3ccccc3F)C2)cc1OC (stereo not given),-3,2,-2,0.0,7,0,-5,100,0.4,3
O=c1[nH]c2ccccc2n1C1CCN(C(c2nnnn2C2CCCCC2)C2CC2)CC1 (stereo not given),7,.,-1,-0.3,24,11,-3,93,3.9,-4

# Exported with two lines to a compound: part of the list above
# Second line of a record – Vif imaging, PDI turbidity, Glyco luc inh, aDG glyco act, Cardio protect, HTR2A ag, CaV13 ICDI inh, ABCB6 inh 2, hiPSC survival, Granule exo inh
> Cc1cc(C)c(C)c(C(O)(C(=O)O)c2ccccc2)c1 (stereo not given)
 : -9, -55, 0, -0.1, 4, 6, -5, 99, 2.5, 0
> Cc1ccc(N)c(C)c1
 : -3, ., -1, 0.0, 0, 0, ., 102, -1.4, 2
> COC(=O)C1=C(c2ccc(F)cc2OCc2ccccc2)C[C@@H]2CC[C@H]1N2C(=O)NCc1ccc(F)cc1
 : 1, 16, -3, 0.7, 8, -5, -12, 94, -1.5, 1
> Cc1ccc2nc3c(cc2c1)CC1(C(=O)N(C)C(=O)N(C)C1=O)C1CCCCN31 (stereo not given)
 : 5, -1, 4, 0.1, -7, 3, -4, 98, -2.6, -3
> Cc1cccc(N2C(=O)/C(=C/c3ccc(CN(CCC#N)S(C)(=O)=O)o3)C(=O)NC2=S)c1
 : 4, 6, -1, -0.2, 9, -2, -1, 101, 0.7, -2
> Cc1ccc(N)c(C(=O)c2ccccc2)c1
 : -1, 7, 0, -0.1, 5, -3, -7, 94, -2.4, -2
> COc1ccc2[nH]c3c(c2c1)CCN[C@H]3C
 : -5, 1, -3, 0.2, 3, 6, -19, 100, -0.4, -4
> O=c1c2ccccc2nc(-c2ccoc2)n1-c1ccccc1Cl
 : -5, 6, 2, 0.2, 13, -3, -2, 93, -1.5, -2
> CC(=NCCN(C)C)c1c(O)n(Cc2ccccc2)c(=O)[nH]c1=O
 : 6, 8, 0, 0.0, 2, 0, 7, 94, -0.5, -4
> Cc1ccc2c(c1)CNc1ccccc1O2
 : ., -3, 0, 0.0, -2, -7, ., 96, 2.9, -4
> CCOP(=O)(OCC)C(NC(=O)C(C)C)C(Cl)(Cl)Cl (stereo not given)
 : 3, -3, -2, 0.2, -1, 2, -5, 100, -2.6, -2
> c1cc2c(cc1CCNC1CCCCCC1)OCO2
 : -13, 2, 0, 0.1, 1, -3, ., 92, -0.5, -1

# Further records follow.
SMILES,Vif imaging,PDI turbidity,Glyco luc inh,aDG glyco act,Cardio protect,HTR2A ag,CaV13 ICDI inh,ABCB6 inh 2,hiPSC survival,Granule exo inh
CN1C(=O)N(C)C(=O)C2(Cc3cc(NC(=O)c4ccccc4)ccc3N3CCCC32)C1=O (stereo not given),17,-9,0,0.2,7,-2,-3,110,-0.3,-8
CC(=O)OC1CCC2(C)C(CCC3C4CC(N5CC5)C(C(C)=O)C4(C)CC(=O)C32)C1 (stereo not given),5,-4,6,0.0,-2,1,-6,87,1.4,0
O=c1[nH]c2ccccc2n1C1CCN(C(c2cccc3ccccc23)c2nnnn2Cc2ccccc2)CC1 (stereo not given),.,.,-10,-0.7,16,-1,-6,75,1.6,1
O=C(c1ccccc1)C(O)(CN1CCCCC1)c1ccccc1 (stereo not given),-7,3,0,0.1,-2,-2,-6,95,-3.7,3
C=CC[N+]1(C)C2CCC1CC(O)C2 (stereo not given),-1,1,3,-0.2,2,4,-5,146,-1.8,-5
O=C(CSc1ccccc1)N1CCC2(CC1)OCCO2,3,-2,-1,0.0,0,-4,-9,105,-0.5,-1
Cn1c(O)c(C=NCCc2c[nH]c3ccccc23)c(=O)n(C)c1=O,-5,-2,3,-0.1,4,-2,-4,101,2.8,3
O=C(NCC(c1cccnc1)N1CCN(c2ccc(F)cc2)CC1)Oc1ccccc1 (stereo not given),-3,11,1,0.1,-6,-5,-9,86,-0.9,2
C[C@]12CC[C@@H](O)CC1=CCC1C2CC[C@@]2(C)C1C[C@@H](F)[C@@H]2O (stereo not given in full),12,-10,0,0.0,4,11,-5,102,2.9,-5
C[C@@H]1O[C@@H](O[C@@H]2C=C3CCC4C(CC[C@]5(C)[C@@H](c6ccc(=O)oc6)CC[C@]45O)[C@@]3(C)CC2)[C@H](O)[C@H](O)[C@H]1O (stereo not given in full),-28,13,-15,0.2,8,16*,-5,103,-1.9,-1
CN=C(SCC(=O)c1cccc(Cl)c1)c1c(O)n(C)c(=O)n(C)c1=O,-7,9,22,-0.1,-2,4,-4,102,-0.5,-4
CC(C)OC12Oc3ccccc3C=C1N1CCC2CC1 (stereo not given),15,-64,0,0.0,-3,4,.,100,-1.5,-5
CCc1ccccc1NC(=O)CNCc1ccccc1,6,-5,-1,-0.2,1,2,-3,98,0.7,8
CCCNC(=O)N1[C@H]2CC[C@@H]1C(C(=O)OC)=C(c1ccc(-c3ccccc3)c(F)c1)C2,-3,6,-6,1.3,-11,-7,-9,83,-1.9,-4
CCCCCn1c(=O)c(C(=O)NCc2ccccc2Cl)c(O)c2ccccc21,-3,-5,-4,-0.1,20,8,2,100,-0.1,-1
COC(=O)C1=C(c2ccc(OCc3ccccc3)cc2)C[C@@H]2CC[C@H]1N2C(=O)NCc1ccc(Cl)cc1,1,-11,-6,1.4,-14,-1,-6,102,3.5,0
CC#CP(=O)(OCC)C(O)(c1ccccc1)C(F)(F)F (stereo not given),8,-2,0,0.0,-4,-2,-6,101,2.7,2
CCC(=NCc1cccnc1)c1c(O)n(C2CCCCC2)c(=O)[nH]c1=O,0,1,-2,0.3,2,2,.,97,0.7,-1
Cc1nc2ccc(Cl)cn2c1P(=S)(N1CCOCC1)N1CCOCC1,8,3,0,0.1,4,3,-5,103,0.2,-1
Cc1ccc(C)c(NC(=O)CSc2nnc([C@@H](N)Cc3c[nH]c4ccccc34)o2)c1,0,-1,0,-0.3,6,6,.,100,-0.2,-3
CNC(C)Cc1ccccc1Sc1ccc(O)cc1 (stereo not given),-43,19,-5,0.0,-3,-7,.,111,1.2,-3
CCCCc1ccc(C(=O)O)nc1,-12,0,1,-0.1,-3,-1,-5,121,0.1,4
COc1ccc(N2C(=O)/C(=C/c3ccc(C)o3)C(=O)NC2=S)cc1,9,-3,1,0.2,10,-3,-2,102,1.0,18
CN(Cc1ccccc1)Cc1ccccc1OC(=O)N(C)C,27,7,-2,58*,-3,-1,-6,99,-1.5,2
CCCCn1nnnc1C(c1ccnc2ccccc12)N1CCC2(CC1)C(=O)NCN2c1ccccc1 (stereo not given),-12,.,1,-0.1,3,-3,-7,95,-0.3,-1

# Later entries:
SMILES,Vif imaging,PDI turbidity,Glyco luc inh,aDG glyco act,Cardio protect,HTR2A ag,CaV13 ICDI inh,ABCB6 inh 2,hiPSC survival,Granule exo inh
COC(=O)c1cn(C(=O)c2cccc3ccccc23)c2ccccc12,-24,-9,24,0.3,-4,-7,-3,101,-0.6,19
COC(=O)C1=C(c2ccccc2)C[C@@H]2CC[C@H]1N2C(=O)NC(C)C,3,-2,1,-0.1,0,1,-11,95,-1.9,-10
O=c1[nH]c(=S)n(Cc2ccc(F)cc2)c(O)c1/C=N/N1CCCCC1,-11,-1,0,-0.3,-2,1,-4,90,-2.6,-1
CC(=NCc1ccco1)c1c(O)n(-c2ccc(C)cc2)c(=O)[nH]c1=O,2,4,2,-0.1,-1,1,-5,90,-0.5,5
CC12CCCCC1N(O)CN2O (stereo not given),8,-7,1,-0.1,7,-1,-7,99,1.8,-4
C[C@H]1CN([C@@H](C)CO)C(=O)CCCn2nncc2CO[C@H]1CN(C)C(=O)Oc1ccccc1,-2,-15,0,0.0,7,7,-5,98,-0.6,4
CC(=NCc1ccc2c(c1)OCO2)c1c(O)n(-c2ccc(C)cc2)c(=O)[nH]c1=O,-8,-2,-3,0.2,12,0,-1,105,-0.7,2

# Compound activity as filed in PubChem BioAssay.

# The list is partial (hit frequency here may not be typical).
